Assay outcomes deposited in PubChem BioAssay by National Center for Advancing Translational Sciences (NCATS).
Shiga toxin inh – inhibitors of Shiga toxin in Vero cells. Vero cells, Shiga toxin protein synthesis inhibition reporter. 290,000 tested, 9.2% active. inhibition, % at 38.7 µM; in the data active means inhibition mostly above about 28%, no sharp cut-off; inactive means mostly below about 43%; further: 0% is about no effect
HCV inhibitor – blocks hepatitis C virus | 340,000 tested, 3.4% active | Huh7.5.1 HCVcc-Cre infection, luciferase reporter, 44 h | Potency, µM (titrated, usually from 41.8 µM), without a hit: top-dose activity change, negative = inhibition, most hits filed as inhibitors | AID 651820; further: potency means the concentration at half of the fitted maximal effect; on the % scale 0 is the no-effect control and ±100 the full control effect
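After 44 h co-culture of compound, cells and HCVcc-Cre (~0.5 moi), substrate is added for 15 min at room temperature and luciferase measured over 15 sec. Cells were seeded at 1,000/well and pre-cultured 4 h.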
Pf growth 48h – inhibits P. falciparum growth in the first generation, 48 h | P. falciparum luciferase growth in erythrocytes, 48 h | Potency, µM (top dose mostly 28.7 µM), inactives show at the highest dose activity change, negative = inhibition, most hits filed as inhibitors | 310,000 tested, 5.9% active; further: potency means the concentration at half of the fitted maximal effect; on the % scale 0 is the no-effect control and ±100 the full control effect
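Firefly luciferase activity from engineered P. falciparum reports growth; inhibitors lower the luminescent signal. Cultures contained 2% hematocrit erythrocytes at 0.1% final parasitemia.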
Giardia FBPA inh – blocks Giardia fructose-bisphosphate aldolase activity; A8B2U2; purified Giardia FBPA; Potency, µM (doses to about 59.6 µM), for the others: at the highest dose activity, negative = inhibition, usual class: inhibitors; 290,000 tested, 0.71% active; further: potency means the concentration at half of the fitted maximal effect; on the % scale 0 is the no-effect control and ±100 the full control effect; nearly all actives have a fitted effect of over 55% in size
Target sequence (A8B2U2 whole entry, looked up): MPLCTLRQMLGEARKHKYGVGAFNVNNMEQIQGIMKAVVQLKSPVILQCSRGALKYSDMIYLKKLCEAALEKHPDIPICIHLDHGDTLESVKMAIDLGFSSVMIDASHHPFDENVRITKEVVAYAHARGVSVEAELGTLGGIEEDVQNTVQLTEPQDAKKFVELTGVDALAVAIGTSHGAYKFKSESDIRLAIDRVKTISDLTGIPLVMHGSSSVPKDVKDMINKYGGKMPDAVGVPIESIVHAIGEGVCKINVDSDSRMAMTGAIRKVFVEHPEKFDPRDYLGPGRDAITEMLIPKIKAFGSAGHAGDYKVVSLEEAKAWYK
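40 nM FBPA preincubated 10 min at RT with compound (up to 57.5 uM final), then substrate plus GAPDH/TPI/NAD/arsenate coupling and diaphorase/resazurin added. Fluorescence read after 20 min at RT, 525/598 nm.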
Pf growth 96h – P. falciparum growth inhibition at 96 hour, primary screen for plastid delayed-death inhibitors; P. falciparum luciferase reporter growth, 96 h; Potency, µM (titrated, usually from 28.7 µM), inactives show top-dose activity change, negative = inhibition, actives largely listed as inhibitors; 320,000 tested, 6.9% active; AID 504834; further: potency means the concentration at half of the fitted maximal effect; on the % scale 0 is the no-effect control and ±100 the full control effect
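Two parasite generations (96 h, 37 C, 5% CO2) of compound exposure in infected erythrocytes (0.05% parasitemia, 2% hematocrit). Luciferase-reporter P. falciparum; decreased luminescence indicates inhibited growth, aimed at apicoplast-acting delayed death.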
CHX counter – counter-screen for Shiga toxin inhibitors: cycloheximide protein synthesis inhibition; max response, %; cell reporter, cycloheximide protein synthesis inhibition counterscreen; 300,000 tested, 12% active; in the data active means max response mostly above about 13%, no sharp cut-off; inactive means mostly below about 14%; further: read at 38.3 µM for the half of the compounds with a filed dose; 0% is about no effect
* marks the source's active call; other numbers are inactive results; ? = inconclusive; / = not tested or not shown; & = joins results of further samples; [ ] = remark or other dose. Unless noted, the call rests on the fitted dose curve; in most records, active means well fitted curve in the direction sought with a large enough effect; inconclusive means small, poorly fitted or top-dose-only effect, or another doubt; inactive means no such curve, though single readings can be large; an effect the other way counts as inactive or inconclusive.

SMILES	Shiga toxin inh	HCV inhibitor	Pf growth 48h	Giardia FBPA inh	Pf growth 96h	CHX counter
CC1(C)CC(=O)c2sc(NC(=O)C3COc4ccccc4O3)nc2C1 (stereo unspecified)	31.7*	-4.9%	54.4%[activator]	13.3%	28.0%	34.2*
COc1ccccc1/C=C/C1=NC(=C\C=C/c2ccccc2)/C(=O)O1	14.9	-1.3%	12.8%	5.8%	?	9.1
O=C(OC1CCOC1=O)c1ccc2ncsc2c1 (stereo unspecified)	9.3	-1.8%	-7.3%	8.5%	0.4%	-3.0
COc1ccc(N(C)C(=O)c2sc(Cl)nc2C)cc1	-6.1	20.7%	?	10.6%	?	0.5
Cc1ccc(CN2CCNC(=O)C2CC(=O)NCc2cc(C)n(C)n2)cc1 (stereo unspecified)	-4.9	9.1%	14.0%	/	?	2.3
CCOC(=O)CC(=O)CSc1nc2c(sc(=S)n2-c2ccc(C)c(C)c2)c(=O)[nH]1	-15.0	-10.3%	-24.6%	0.0%	?	-0.5
CCOC(=O)N1CCC(=NNC(=O)c2ccc(O)cc2)CC1	17.0	21.2%	1.1%	-0.9%	?	14.7
COc1ccc(C2OC(=O)CC2C(=O)NC2CCCC(C)C2C)cc1OC (stereo unspecified)	25.6	8.0%	-12.1%	5.0%	?	-2.0
O=C(Nc1nnc(-c2cccs2)o1)c1ccc(S(=O)(=O)N2CCOCC2)cc1	-1.7	-23.6%	?	14.1µM*	?	10.6
Nc1ccn(CC(=O)NCCCc2ccccc2)c(=O)n1	/	-8.7%	20.7%	/	27.2%	/
COc1ccc(CCNC(=O)c2noc3c2CCCC3)cc1OC	2.2	-14.7%	-21.1%	-2.0%	?	9.1*
CC(=O)Nc1ccc(C(=O)CSc2nc3ccc(C)cc3[nH]2)cc1	23.5	?	57.6%[activator]	-9.0%	64.2%[activator]	19.9*
CCOC(=O)C1CCCN(C(=O)CCNS(=O)(=O)c2ccc(Br)cc2)C1 (stereo unspecified)	/	4.0%	-22.0%	/	?	/
S=C1NC[C@H](Cc2ccccc2)N1CCc1cccc2ccccc12	-2.2	?	?	-11.5%	?	-3.1
CCOc1ccc(N2CC(NC(=O)c3cccc4ccccc34)CC2=O)cc1 (stereo unspecified)	/	-8.6%[8.37 µM]	2.2%	/	13.4%	/
Cc1ccc(CNC(=O)Cn2c(=O)n(-c3ccccc3)c(=O)c3sccc32)cc1	-9.0	29.0%	325.9%[activator]	6.7%	?	6.3
CCOC(=O)[C@@H]1[C@H]2COc3cc(OC)ccc3[C@H]2N2C(=O)N(c3ccc(C)cc3)C(=O)[C@@]12C	14.6	5.1%	?	3.8%	?	-1.7
O=C(CCCN1C(=O)c2ccccc2C1=O)NCc1ccco1	2.9	-4.2%	12.6%	7.4%	-19.5%	-3.1
COc1ccc(Br)c(C(=O)NC2CCCC2)c1	-3.8	-8.8%	19.8%	6.1%	20.9%	4.7
O=C(N/N=C/c1cn(CC(=O)N2CCOCC2)c2ccccc12)c1cccnc1	19.8	1.1%	24.9%	1.6%	0.0%	21.5*
CCOc1ccc(Cc2nc(C)c(CC(=O)N3CCCCC3)c(=O)[nH]2)cc1	-4.7	2.0%	31.0%[activator]	5.7%	0.0%	-2.8
O=C(CN(Cc1ccc(F)cc1)C(=O)c1csnn1)NCc1ccccc1	-8.4	9.3%	0.0%	0.4%	-11.1%	-2.3
CCCC1O[C@@H]2CC3C4CCC5=CC(=O)C=C[C@]5(C)C4C(OC(C)=O)C[C@]3(C)[C@]2(C(=O)COC(C)=O)O1 (stereo partly specified)	-2.6	4.4%	9.28µM*	-5.6%	1.17µM*	-2.2
CCc1ccc(/C=N/NC(=O)c2nnn(-c3nonc3N)c2C(C)C)cc1	17.8	?	6.6%	/	?	-1.8
S=c1[nH]nc(-c2cc(-c3ccccn3)nc3ccccc23)o1	-2.6	-9.9%	-6.9%	7.8%	28.0%	-1.8
CCOC(=O)C(=O)N1c2ccccc2C(N(C(=O)C(=O)OCC)c2ccccc2)CC1C (stereo unspecified)	-3.4	3.0%	?	8.6%	?	-2.7
Cc1csc(SCC(=O)Nc2ccc(C)c(F)c2)n1	/	-21.3%	-11.7%	/	?	/
Cc1ccc(NC(=O)Nc2cnccn2)cc1	71.7*	-7.4%	42.2%[activator]	-8.5%	-24.3%	62.8*
CCOC(=O)N1CCN(C(=O)c2ccc(C)c(S(=O)(=O)Nc3cccc(C)c3C)c2)CC1	-7.4	5.9%	?	2.8%	/	-5.5
COc1ccc(CNC(=O)C(C)NC(=O)c2cc3ccccc3o2)cc1 (stereo unspecified)	-11.5	-2.3%	-3.8%	-6.4%	-10.8%	-1.7
COc1ccc(C(CC(=O)O)c2ccc3c(c2)OCO3)cc1 (stereo unspecified)	-0.5	35.0%[activator]	1.3%	11.1%	-0.3%	-7.7
COc1cc(C(=O)OCC(=O)NC23CC4CC(CC(C4)C2)C3)cc(OC)c1OC	/	?	?	/	?	/
O=C(C(Cc1ccccc1)n1cccc1)N1CCN(C2CCCCC2)CC1 (stereo unspecified)	-10.0	-3.5%	/	0.0%	?	-4.3
CNC(=O)CSc1nnc(-c2ccccc2F)n1CCc1ccccc1	-5.4	9.6%	41.3%	2.9%	59.5%	-1.9
CCn1c(SCC(=O)c2ccc(Cl)cc2)nnc1-c1ccoc1C	17.5*	?	?	-12.6%	14.7µM*	32.9*
CC(C)c1ccc(/C=C/C(=O)Nc2ccc(CN3CCOCC3)cc2)cc1	11.8	2.24µM*	?	-4.8%	?	11.0

Reprinted at random: 2 entries already listed, in no set order.
SMILES	Shiga toxin inh	HCV inhibitor	Pf growth 48h	Giardia FBPA inh	Pf growth 96h	CHX counter
S=c1[nH]nc(-c2cc(-c3ccccn3)nc3ccccc23)o1	-2.6	-9.9%	-6.9%	7.8%	28.0%	-1.8
CCOC(=O)C(=O)N1c2ccccc2C(N(C(=O)C(=O)OCC)c2ccccc2)CC1C (stereo unspecified)	-3.4	3.0%	?	8.6%	?	-2.7

More results
SMILES	Shiga toxin inh	HCV inhibitor	Pf growth 48h	Giardia FBPA inh	Pf growth 96h	CHX counter
CC1CCCN(C(=O)CSc2nnc(-c3ccco3)n2C)C1 (stereo unspecified)	-8.6	1.2%	-1.9%	-1.4%	?	1.1
Cc1ccc(C)c(C2=NNC(=NCc3ccccc3)SC2)c1	32.0*	?	?	-4.7%	?	25.3
NNC(=O)C1=NOC2COC3(CCN(c4ncccn4)CC3)OCC12 (stereo unspecified)	-1.6	20.8%	-0.7%	-6.6%	16.7%	8.1
COc1cccc(C(=O)O/N=C(\N)c2ccc([N+](=O)[O-])cc2)c1	76.2*	12.1%	46.7%[activator]	-0.1%	38.8%[activator]	32.7*
Cc1cc(C)c(NC(=O)CSc2nc(=O)n(CCN3CCOCC3)c3c2CCC3)c(C)c1	/	-7.5%	-1.8%	/	33.0%[activator]	/
Cc1cc2cc3c(cc2nc1SCC(=O)Nc1c(C)cccc1C)CCC3	-6.8	?	?	-0.1%	?	1.0
Clc1cccc(CSc2ccc(-c3ccco3)nn2)c1	61.1*	6.3%	38.1%[activator]	-1.0%	11.1%	31.2*
Cc1onc(C(=O)N2CCN(c3ccccc3F)CC2)c1-c1ccccc1Cl	9.7	-10.2%	-27.0%	-4.4%	?	-0.9
COc1cc(NC(=O)c2cc(-c3cccs3)on2)cc(OC)c1OC	3.5	?	23.4%	1.1%	0.0%	13.8
O=C(Nc1cc(Cl)cc(Cl)c1)C(c1ccccc1)N1CCCCC1 (stereo unspecified)	-11.9	17.0%	0.0%	5.9%	0.0%	1.6
Cc1ccc(CC(=O)O/N=C(\N)c2ccncc2)cc1	59.5	2.7%	-10.3%	/	10.1%	29.9*
Cc1[nH][nH]c(=O)c1C(c1ccc(-c2ccc(Cl)c(C(=O)O)c2)o1)c1c(C)[nH][nH]c1=O	12.5	1.2%	37.6%[activator]	7.06µM*	-22.3%	-2.3
Cc1ccc(-c2nc(S(=O)(=O)c3ccc(C)cc3)c(SCC(=O)NCC3CCCO3)o2)cc1 (stereo unspecified)	-10.4	-21.9%	?	1.5%	0.6%	0.8
CCN1C(=O)[C@H]2[C@@H](c3ccc(C)cc3)N3C(=O)N(c4cccc(Cl)c4)C(=O)[C@@]3(CC)[C@H]2C1=O	/	4.1%	?	/	?	/
CCOc1ccccc1NC(=O)c1ccc2c(c1)C(=O)N(CC1CCCO1)C2=O (stereo unspecified)	9.2	-0.3%	42.3%[activator]	-5.3%	14.7µM*	3.6
Cc1ccc(O)c(NC(=O)C2CC(c3cccc(Br)c3)=NO2)c1 (stereo unspecified)	3.8	?	?	-0.6%	?	3.7
CCCc1c(OCC(O)COc2ccc3c(=O)cc(C(=O)O)oc3c2CCC)ccc(C(C)=O)c1O (stereo unspecified)	7.6&-5.6	/	/	11.8%&24.5%	/	-7.8&-1.9
COc1ccc(-c2cc(-c3n[nH]c(=S)n3-c3cc(OC)ccc3OC)[nH]n2)cc1	-9.5	-38.2%	-4.4%	4.6%	16.2%	-5.9
CNc1nc(C)cc(C)c1S(=O)(=O)c1ccc(Cl)cc1	-7.7	-11.3%	-11.6%	-10.8%	-14.1%	-2.9
COc1ccc(Cl)cc1S(=O)(=O)Nc1ncn[nH]1	-7.2	17.6%	23.6%	?	6.4%	-4.5
COc1cc(C(=O)NCc2cccc3ccccc23)cc(Cl)c1OC	5.6	?	?	/	1.4%	12.5
NC(=O)CSc1nc2c(sc3ccccc32)c(=O)n1CCCN1CCOCC1	16.9	-0.8%	?	-9.7%	-4.4%	-3.1
CCOC(=O)c1c(NC(=O)COC(=O)c2ncc(Cl)c(Cl)c2Cl)sc(C(=O)N(C)C)c1C	/	?	-2.5%	/	3.9%	/
O=C(NCC1CCCO1)c1cc2c(s1)CS(=O)(=O)C2 (stereo unspecified)	8.1	-1.1%	15.1%	-4.3%	/	7.3

Overlap with the part before: 2 entries, followed by the next part.
SMILES	Shiga toxin inh	HCV inhibitor	Pf growth 48h	Giardia FBPA inh	Pf growth 96h	CHX counter
CCOC(=O)c1c(NC(=O)COC(=O)c2ncc(Cl)c(Cl)c2Cl)sc(C(=O)N(C)C)c1C	/	?	-2.5%	/	3.9%	/
O=C(NCC1CCCO1)c1cc2c(s1)CS(=O)(=O)C2 (stereo unspecified)	8.1	-1.1%	15.1%	-4.3%	/	7.3
C/C(=N/NC(=O)c1cn(-c2cccc(C)n2)cn1)c1ccc(C)cc1	7.8	-19.6%	?	-0.1%	-8.3%	5.9
COc1ccc(-n2cnnc2SCC(=O)N2CCN(c3ccccc3)CC2)cc1	-7.7	-8.4%	/	-1.4%	-28.1%	5.8
CCCC12CN3CC(C)(CN(C1)C3c1cccs1)C2=O (stereo unspecified)	-8.9	?	1.1%	4.2%	30.2%[activator]	-2.1
CCN(C(=O)COC(=O)/C=C/c1cccc([N+](=O)[O-])c1)c1ccccc1	23.4	0.9%	15.5%	2.6%	?	14.0
CCOC(=O)C1CCCN(S(=O)(=O)c2ccc(S(=O)(=O)N(CC)CC)cc2)C1 (stereo unspecified)	40.8	0.891µM*	-23.6%	2.3%	0.0%	9.8
Cc1ccc2oc(C(=O)N(C)CCC(O)c3ccccc3)c(C)c2c1 (stereo unspecified)	21.9*	7.9%	0.0%	-8.9%	?	12.8
O=C(CNC(=O)C1CCCCC1)OCC(=O)c1ccc(F)cc1	/	10.9%	-23.1%	/	-27.4%	/
COc1cc(NC(=S)N2CCN(S(=O)(=O)c3ccccc3)CC2)cc(OC)c1	-10.8	-11.3%	?	/	4.4%	9.2

Only CHX counter and Giardia FBPA inh (2 entries from above):
mol | CHX counter | Giardia FBPA inh
COc1cccc(C(=O)O/N=C(\N)c2ccc([N+](=O)[O-])cc2)c1 | 32.7* | -0.1%
Cc1ccc(NC(=O)Nc2cnccn2)cc1 | 62.8* | -8.5%
